IL-2 act: IL-2 activation | IL-2 activation reporter assay, cell-based qHTS; stimulated with anti-CD3/CD4/CD28 beads; in transgenic mouse T cells | activation, % (series mostly up to about 46 µM) | 360,000 tested, 0.065% active | AID 652025; in the data active = activation above about 50%; inconclusive = mostly about 30% to 49%; also: 0% is about no effect
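EGFP and DsRed fluorescence is measured by plate cytometry in unstimulated transgenic mouse T cells exposed to compound for 60 minutes, then stimulated 18 hours at 37 degrees C with anti-CD3/anti-CD4 beads plus anti-CD28.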
PI5P4Ka inh: inhibitors of human PI5P4K alpha | PI5P4Kalpha enzyme, ADP-Glo luminescence, 60 min; hits give low values | max response, % | 330,000 tested, 1.2% active | AID 652105; active = max response of -50% or lower; inconclusive = between -30% and -50%; inactive = -30% or higher; also: value at the top dose of about 77 µM; % is scaled to controls: 0 for no effect and ±100 for the full control effect
Target sequence (P48426 whole entry, looked up): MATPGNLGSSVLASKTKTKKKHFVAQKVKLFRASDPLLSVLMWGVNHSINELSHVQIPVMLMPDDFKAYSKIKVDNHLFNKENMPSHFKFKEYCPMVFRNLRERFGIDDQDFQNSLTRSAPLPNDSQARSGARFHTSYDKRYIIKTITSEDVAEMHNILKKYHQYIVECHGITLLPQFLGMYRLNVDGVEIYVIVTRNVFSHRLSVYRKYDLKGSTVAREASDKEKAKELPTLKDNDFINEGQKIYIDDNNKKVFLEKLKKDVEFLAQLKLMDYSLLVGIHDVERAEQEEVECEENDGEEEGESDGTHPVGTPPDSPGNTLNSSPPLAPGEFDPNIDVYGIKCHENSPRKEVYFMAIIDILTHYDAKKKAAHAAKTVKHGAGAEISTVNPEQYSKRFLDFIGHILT
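Compounds were pin-transferred onto PI5P4Kalpha and substrate in HEPES pH 7.4 buffer with EGTA, CHAPS and 5% DMSO. ATP (5 microM final) started the reaction, which ran 60 minutes at room temperature before ADP-Glo detection.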
EPAC1 ag: agonists of human EPAC1. EPAC1 agonist qHTS, biochemical assay; response scale: 100% = response to 6.5 mM cAMP. Potency, µM (top dose mostly 154 µM), for inactives: top-dose activation, most hits filed as activators. 360,000 tested, 0.073% active. AID 720707; also: potency is read from the fitted curve at half-maximal effect; nearly all actives have a fitted effect of over 60% in size
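Fluorescent GDP-exchange assay: 100 nM EPAC1 with 250 nM Rap1B preloaded with BODIPY-GDP and 50 uM GDP; compounds tested as concentration series, 5 min at room temperature, then read every 5 min for 30 min (ex 480/em 540 nm); normalized to 6.5 mM cAMP.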
PLK1 PBD inh: PLK1 (human) polo-box domain binding inhibition. P53350. Plk1 PBD binding of FITC phosphopeptide, fluorescence polarization. Potency, µM, inactives show max response, negative = inhibition, actives largely listed as inhibitors. 360,000 tested, 2.8% active. AID 720504; also: potency is read from the fitted curve at half-maximal effect; series mostly up to about 57 µM; % is scaled to controls: 0 for no effect and ±100 for the full control effect; nearly all actives have a fitted effect of over 65% in size
Target sequence (P53350 whole entry, looked up, the tested form may be a part): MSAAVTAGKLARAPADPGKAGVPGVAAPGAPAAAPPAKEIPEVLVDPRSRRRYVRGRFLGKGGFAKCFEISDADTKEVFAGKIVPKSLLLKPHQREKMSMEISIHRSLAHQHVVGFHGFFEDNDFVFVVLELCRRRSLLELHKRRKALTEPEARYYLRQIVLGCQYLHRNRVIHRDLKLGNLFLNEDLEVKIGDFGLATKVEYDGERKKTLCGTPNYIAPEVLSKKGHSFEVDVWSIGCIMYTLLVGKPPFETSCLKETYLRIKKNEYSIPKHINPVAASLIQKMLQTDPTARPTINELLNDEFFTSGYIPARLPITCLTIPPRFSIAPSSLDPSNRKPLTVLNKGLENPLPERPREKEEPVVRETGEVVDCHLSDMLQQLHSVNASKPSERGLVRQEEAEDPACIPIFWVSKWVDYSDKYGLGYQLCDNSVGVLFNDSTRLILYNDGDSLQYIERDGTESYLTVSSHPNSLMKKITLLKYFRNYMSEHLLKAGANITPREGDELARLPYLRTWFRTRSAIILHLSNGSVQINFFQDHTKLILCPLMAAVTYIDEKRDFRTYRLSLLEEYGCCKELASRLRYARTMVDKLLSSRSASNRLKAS
WRN helicase inh: WRN helicase (human) inhibition; Q14191; AID 651768; WRN helicase unwinding, fluorescent forked duplex, kinetic; Potency, µM (doses to about 114 µM), inactives show top-dose activity change, negative = inhibition, most hits filed as inhibitors; 360,000 tested, 0.46% active; also: potency is read from the fitted curve at half-maximal effect; % is scaled to controls: 0 for no effect and ±100 for the full control effect; nearly all actives have a fitted effect of over 55% in size
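Screening of the MLSMR collection measured strand separation of a quenched forked DNA duplex (100 nM) by 20 nM WRN with 2 mM ATP, all final. Compounds were preincubated with enzyme 15 min at room temperature.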
EPAC2 agonist: activates human EPAC2 exchange factor; Q8WZA2; EPAC2 activation, biochemical qHTS; response scale: 100% = 6.5 mM cAMP response; Potency, µM (doses to about 154 µM), without a hit: at the highest dose activation, hits mostly activators; 360,000 tested, 0.079% active; AID 720711; also: potency is read from the fitted curve at half-maximal effect; nearly all actives have a fitted effect of over 50% in size
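EPAC2 (100 nM) mixed with Rap1B loaded with BODIPY-GDP (250 nM) plus 50 uM unlabeled GDP; compounds pinned in, 5 min RT, then read every 5 min for 30 min (ex 480, em 540 nm). Normalized to cAMP control.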
EPAC1 antagonist: EPAC1 (human) antagonism | O95398 | EPAC1 GEF assay, Rap1b-BODIPY-GDP exchange fluorescence | Potency, µM (top dose mostly 115 µM), inactives show at the highest dose activity change, negative = inhibition, actives largely listed as inhibitors | 360,000 tested, 0.14% active | AID 720709;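 also: potency is read from the fitted curve at half-maximal effect; plate controls were vehicle for no effect and positive control for full effect; nearly all actives have a fitted effect of over 50% in size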
CCT chaperon mod: cytosolic chaperonin activity modulation | AID 651819 | 360,000 tested, 0.3% active | purified chaperonin ATPase assay, HTRF ADP detection, 30 min | activity change, % (concentration not given with the values), hits read low; in the data active = activity change below about -30%; also: % is scaled to controls: 0 for no effect and ±100 for the full control effect
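TRiC (40 or 20 nM final, by batch activity) in 30 mM Tris pH 7.4, 100 mM KCl, 5 mM MgCl2, 1 mM DTT was treated with compound at 76 uM single dose, then 10 uM ATP, 30 min at 37 °C. ADP was read by HTRF Transcreener.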
The depositor's hits bear a star; ? = inconclusive; · = no result given. Unless noted, calls follow the shape of the dose curve; as a rule, active = well fitted curve in the direction sought with a large enough effect; inconclusive = small, poorly fitted or top-dose-only effect, or another doubt; inactive = no such curve, though single readings can be large; an effect the other way counts as inactive or inconclusive.

no.	smiles	IL-2 act	PI5P4Ka inh	EPAC1 ag	PLK1 PBD inh	WRN helicase inh	EPAC2 agonist	EPAC1 antagonist	CCT chaperon mod
1	COc1ccc(C(=O)Nc2ccc(NC(=O)c3ccccn3)cn2)cc1	-1.9	-2.3	-6.4%	-24.9%	-4.8%	2.4%	6.0%	-1.7
2	O=C(CCN1C(=O)C2CC=C(Cl)CC2C1=O)Nc1ccccc1O (configuration not stated)	0.7	-6.3	2.3%	-2.3%	-11.7%	-1.7%	7.0%	-0.4
3	COc1ccc(S(=O)(=O)N2CCN=C2SCc2cccnc2)cc1	1.0	0.3	-15.2%	-16.6%	2.7%	-0.6%	-12.0%	-0.7
4	Cc1sc2ncnc(N3CCC(C(=O)NNC(=O)c4ccc(Cl)cc4)CC3)c2c1C	-0.3	-13.5	13.1%	-5.8%	-14.6%	-3.1%	-2.5%	-2.5
5	Cc1cc(C(=O)N2CCN(S(C)(=O)=O)CC2)sc1-c1ccccc1	-2.3	·	5.7%	-10.0%	0.1%	1.9%	0.8%	-1.3
6	CC1=C([N+](=O)[O-])C(c2ccccc2Cl)NC(=O)N1 (configuration not stated)	0.8	-10.8	1.6%	-9.5%	-26.6%	10.0%	-4.1%	-1.0
7	O=c1[nH]c2cccnc2c2ccsc12	-0.8	0.9	-3.3%	-0.5%	0.7%	-6.4%	6.3%	-3.5
8	Cc1cc(C)c(OCCOCCN2CCN(C)CC2)c(Cl)c1	1.4	0.8	4.5%	-5.9%	?	2.7%	-3.3%	-0.7
9	CCCCCC(=O)Nc1ccc(C(=O)COC(=O)c2ccccn2)cc1	-0.6	1.7	-7.6%	7.3%	0.0%	-6.0%	-1.0%	1.0
10	Cc1cc(NC(=O)C2CC(=O)OC2c2ccccc2)no1 (configuration not stated)	1.1	·	11.4%	-7.9%	4.6%	7.5%	-7.7%	-0.4
11	CCCCCNC(=O)C(C)Sc1ccc(Cl)cc1 (configuration not stated)	2.9	·	6.6%	-9.6%	0.4%	2.4%	-6.5%	-2.8
12	CCCCCc1cc(=O)oc2c(C(CCN(CC)CC)c3cc(OC)c(OC)c(OC)c3)c(OC)cc(OC)c12 (configuration not stated)	0.3	2.3	-1.1%	-5.8%	-4.3%	5.3%	-27.9%	1.1
13	O=C(c1cccc(C(F)(F)F)c1)c1c[nH]c(C(=O)NCC2CCCO2)c1 (configuration not stated)	-1.7	-17.1	1.4%	-15.4%	-19.1%	-1.0%	-19.4%	0.3
14	O=C(Cc1cccs1)Nc1nc2c(s1)CCCC2	0.8	·	10.2%	-19.7%	-24.2%	15.2%	-4.9%	-1.3
15	CC(C)Oc1ccc(C2CNC(=O)C2)cc1 (configuration not stated)	-1.4	3.2	-17.2%	-13.1%	2.8%	10.9%	-6.7%	-4.8
16	CCN(CCn1cccn1)C(=O)CCc1nnc(-c2ccccc2)o1	1.1	7.1	-8.9%	0.8%	3.7%	3.8%	18.8%	-3.0

An excerpt from above in order of length of the SMILES, smallest number first.
no.	smiles	IL-2 act	PI5P4Ka inh	EPAC1 ag	PLK1 PBD inh	WRN helicase inh	EPAC2 agonist	EPAC1 antagonist	CCT chaperon mod
11	CCCCCNC(=O)C(C)Sc1ccc(Cl)cc1 (configuration not stated)	2.9	·	6.6%	-9.6%	0.4%	2.4%	-6.5%	-2.8
9	CCCCCC(=O)Nc1ccc(C(=O)COC(=O)c2ccccn2)cc1	-0.6	1.7	-7.6%	7.3%	0.0%	-6.0%	-1.0%	1.0
13	O=C(c1cccc(C(F)(F)F)c1)c1c[nH]c(C(=O)NCC2CCCO2)c1 (configuration not stated)	-1.7	-17.1	1.4%	-15.4%	-19.1%	-1.0%	-19.4%	0.3

The main list resumes; the four compounds before the break are reprinted first.
no.	smiles	IL-2 act	PI5P4Ka inh	EPAC1 ag	PLK1 PBD inh	WRN helicase inh	EPAC2 agonist	EPAC1 antagonist	CCT chaperon mod
13	O=C(c1cccc(C(F)(F)F)c1)c1c[nH]c(C(=O)NCC2CCCO2)c1 (configuration not stated)	-1.7	-17.1	1.4%	-15.4%	-19.1%	-1.0%	-19.4%	0.3
14	O=C(Cc1cccs1)Nc1nc2c(s1)CCCC2	0.8	·	10.2%	-19.7%	-24.2%	15.2%	-4.9%	-1.3
15	CC(C)Oc1ccc(C2CNC(=O)C2)cc1 (configuration not stated)	-1.4	3.2	-17.2%	-13.1%	2.8%	10.9%	-6.7%	-4.8
16	CCN(CCn1cccn1)C(=O)CCc1nnc(-c2ccccc2)o1	1.1	7.1	-8.9%	0.8%	3.7%	3.8%	18.8%	-3.0
17	CCCc1ccc(C(=O)CCC(=O)NNC(=O)c2ccncc2)cc1	-1.5	0.8	-5.6%	3.0%	10.8%	-1.2%	24.5%	-1.2
18	COc1ccc(/C=N\NC(=O)COc2ccccc2Cl)cc1Cn1nc(C)cc1C	1.4	0.2	-2.8%	-2.5%	-7.0%	-7.1%	-2.4%	-0.8
19	C=CCNC(=O)Cn1nc(-c2ccccc2)ccc1=O	-1.8	·	-3.5%	-1.6%	2.2%	2.7%	6.9%	-0.1
20	O=C(NCC1COc2ccccc2O1)C1CCN(S(=O)(=O)c2ccccc2)CC1 (configuration not stated)	0.6	-5.1	-0.8%	-1.4%	-12.3%	-2.2%	-10.6%	-1.1
21	CCCC(O)(CCN1CCOCC1)c1ccc(Br)cc1 (configuration not stated)	-0.9	1.4	16.8%	-16.4%	1.2%	0.1%	-20.7%	-1.8
22	CCN(CC)CCN1C(=O)C(=O)/C(=C(/O)c2c(C)[nH]c(C(=O)OC)c2C)C1c1ccccc1OC (configuration not stated)	0.8	8.3	10.6%	-6.9%	-6.1%	0.6%	-10.9%	-0.3
23	Cc1ccc(C(=O)Nc2nc(-c3cc(Cl)sc3Cl)cs2)cc1	-0.3	-0.4	-9.5%	-0.6%	3.1%	-2.9%	-10.4%	1.2
24	CCOCCSc1nc2c(c(=O)[nH]c(=O)n2C)n1CCCc1ccccc1	-1.9	0.0	4.3%	-9.4%	4.0%	6.7%	10.5%	-2.0
25	COc1ccc(NC(=O)C2(C)CCN2Cc2ccc3ccccc3c2)cc1OC (configuration not stated)	-0.9	11.7	-2.9%	-13.1%	-6.2%	18.1%	-26.9%	0.4
26	Cc1cccc(N2CCN(C(=O)c3ccc(CS(=O)Cc4cccc(Cl)c4)o3)CC2)c1C (configuration not stated)	-0.1	2.4	15.3%	-16.6%	-3.5%	20.5%	?	-0.1
27	CC(C(=O)NCC1(c2ccccc2)CCCC1)N1CCCC1 (configuration not stated)	-1.0	·	3.8%	-2.4%	-6.9%	-1.6%	0.2%	-0.1
28	C=CCc1ccc(OCCOc2cccc(/C=N/n3cnnc3)c2)c(OC)c1	-6.1	3.1	4.1%	-13.6%	-24.2%	-1.1%	-29.8%	1.6
29	COc1ccc(OC)c(NC2c3ccccc3C(=O)N2Cc2ccc3c(c2)OCO3)c1 (configuration not stated)	-0.1	-2.2	6.0%	-6.8%	-8.4%	12.5%	-3.7%	-0.8
30	CCCCCC(=O)N/N=C(\C)c1ccccn1	-0.2	19.2	-2.0%	1.2%	-11.6%	8.4%	-10.6%	2.3
31	COc1ccc(CCNC(=O)Cn2cccc2C(=O)c2ccccc2)cc1OC	-2.2	4.3	2.9%	-9.8%	-0.4%	3.3%	5.5%	-2.5
32	CC(C)c1ccc(NC(=O)C2CCC(CNC(=O)[C@@H]3Cc4ccccc4CN3)CC2)cc1 (some centres not stated)	-3.9	9.1	17.6%	-5.9%	-6.5%	3.8%	7.3%	0.4

The list continues.
Short forms: A = IL-2 act; B = PI5P4Ka inh; C = EPAC1 ag; D = PLK1 PBD inh; E = WRN helicase inh; F = EPAC2 agonist; G = EPAC1 antagonist; H = CCT chaperon mod
(33) N#CCCN(C(=O)COC(=O)c1ccc(S(=O)(=O)N2CCOCC2)cc1)c1ccccc1
  A: 3.7	B: 0.2	C: -4.8%	D: 3.4%	E: -29.9%	F: 4.8%	G: 3.2%	H: -0.2

(34) CCOC(=O)C(NC(=O)Nc1cccc(C)n1)(OCC(F)(F)F)C(F)(F)F (configuration not stated)
  A: 2.2	B: 10.5	C: -11.9%	D: ?	E: 2.1%	F: -24.6%	G: -16.3%	H: -1.1

(35) CCCn1c(SCC(=O)NC(C)C23CC4CC(CC(C4)C2)C3)n[nH]c1=O (configuration not stated)
  A: 0.2	B: 12.3	C: 1.3%	D: -8.9%	E: -3.7%	F: 11.1%	G: 2.7%	H: 1.1

(36) CCCCn1c(CN(C)Cc2ccccc2)nc2c1c(=O)n(C)c(=O)n2C
  A: -4.0	B: -0.2	C: -10.2%	D: -3.3%	E: 9.4%	F: 3.8%	G: 21.1%	H: -1.6

(37) CN(C)C(CNS(=O)(=O)c1ccc(Cl)cc1F)c1ccco1 (configuration not stated)
  A: -3.2	B: 0.8	C: 6.2%	D: 1.4%	E: 1.6%	F: 18.9%	G: 17.5%	H: -2.9

(38) Cc1ccccc1-n1c(C)cc(/C=C2/C(=N)N3C(c4ccccc4)=CSC3=NC2=O)c1C
  A: -2.1	B: 0.7	C: -6.4%	D: 19.0%	E: -12.7%	F: 6.7%	G: -5.4%	H: 2.4

(39) Cc1nc(N)c(Cc2ccccc2F)c(N)n1
  A: -3.6	B: -0.6	C: 7.7%	D: 0.2%	E: 7.3%	F: 2.5%	G: 7.4%	H: 1.7

(40) NC(=O)CCS(=O)(=O)CCN1CCCCC1
  A: -0.1	B: -7.8	C: 11.5%	D: -2.7%	E: -10.2%	F: 9.7%	G: -2.0%	H: -3.1

(41) CCCN1CCN(CCCNC(=O)Cn2ncc3c4ccccc4n(C)c3c2=O)CC1
  A: 0.3	B: -0.2	C: 1.1%	D: -7.9%	E: 2.4%	F: 16.3%	G: ?	H: -2.4

(42) CC1(C(=O)Nc2ccc3ccccc3c2)CCC(=O)N1CCc1c[nH]c2ccccc12 (configuration not stated)
  A: -0.5	B: 24.0	C: -0.6%	D: -11.0%	E: 1.8%	F: 15.2%	G: -13.0%	H: -2.0

(43) CCOC(=O)Cc1c(C)nc2cc(-c3ccc(Cl)cc3)[nH]n2c1=O
  A: -1.5	B: -9.7	C: 14.9%	D: -0.3%	E: -13.4%	F: 1.3%	G: -15.2%	H: 2.3

(44) CC(=O)c1ccc(NC(=O)CSc2cn[nH]n2)cc1
  A: -0.5	B: 1.5	C: -5.4%	D: -13.1%	E: 3.0%	F: 9.7%	G: -4.2%	H: 0.0

Assay outcomes (PubChem)

These rows are one share of the data; rates above refer to the full screens.
